ATXN2 expr inh – inhibitors of ATXN2 expression; HEK-293 ATXN2-luciferase reporter, luminescence, 24 h; Potency, µM (series often up to 57 µM), for inactives: at the highest dose activity change, negative = inhibition, actives largely listed as inhibitors; actives 0.72% (n = 360,000); also: potency is read from the fitted curve at half-maximal effect; % is scaled to controls: 0 for no effect and ±100 for the full control effect; nearly all actives have a fitted effect of over 55% in size
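ATXN2-luciferase reporter cells (luciferase flanked by upstream and downstream ATXN2 gene portions) were treated 24 h at 37 °C with compounds at up to 57 uM. SteadyGlo luminescence gave expression; GF-AFC fluorescence gave viability.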
EPAC2 agonist – activates human EPAC2 exchange factor; Q8WZA2; EPAC2 activation, biochemical qHTS; response scale: 100% = 6.5 mM cAMP response; Potency, µM (highest dose often 154 µM), inactives show at the highest dose activation, most hits filed as activators; actives 0.079% (n = 360,000); AID 720711; also: potency is read from the fitted curve at half-maximal effect; nearly all actives have a fitted effect of over 50% in size
Target sequence (Q8WZA2 whole entry, looked up): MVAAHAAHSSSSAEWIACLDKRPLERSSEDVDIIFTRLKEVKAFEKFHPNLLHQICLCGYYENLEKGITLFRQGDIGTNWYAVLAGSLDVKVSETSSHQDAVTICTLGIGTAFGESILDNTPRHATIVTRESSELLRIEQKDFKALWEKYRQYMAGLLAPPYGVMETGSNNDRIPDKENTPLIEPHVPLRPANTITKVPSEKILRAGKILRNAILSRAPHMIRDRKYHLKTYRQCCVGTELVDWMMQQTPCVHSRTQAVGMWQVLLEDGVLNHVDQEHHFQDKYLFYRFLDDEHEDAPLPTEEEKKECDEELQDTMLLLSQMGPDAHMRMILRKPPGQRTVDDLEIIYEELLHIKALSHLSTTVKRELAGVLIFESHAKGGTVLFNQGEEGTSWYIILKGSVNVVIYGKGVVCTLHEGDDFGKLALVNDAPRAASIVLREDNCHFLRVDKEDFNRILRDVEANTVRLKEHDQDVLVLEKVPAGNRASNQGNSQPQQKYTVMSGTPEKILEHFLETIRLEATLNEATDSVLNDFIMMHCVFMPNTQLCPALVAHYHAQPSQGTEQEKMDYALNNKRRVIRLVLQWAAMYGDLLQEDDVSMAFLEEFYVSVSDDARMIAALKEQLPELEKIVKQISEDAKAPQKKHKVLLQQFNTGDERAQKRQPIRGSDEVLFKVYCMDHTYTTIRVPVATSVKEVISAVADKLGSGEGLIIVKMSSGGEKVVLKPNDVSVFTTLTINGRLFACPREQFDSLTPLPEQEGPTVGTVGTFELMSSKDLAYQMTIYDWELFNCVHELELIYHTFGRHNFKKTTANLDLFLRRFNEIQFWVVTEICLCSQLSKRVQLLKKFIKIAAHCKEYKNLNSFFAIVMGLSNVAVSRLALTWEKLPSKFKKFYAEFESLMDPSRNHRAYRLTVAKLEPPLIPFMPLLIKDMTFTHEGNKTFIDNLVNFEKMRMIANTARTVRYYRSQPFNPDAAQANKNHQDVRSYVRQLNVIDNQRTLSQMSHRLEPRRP
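Each well held 100 nM EPAC2, 250 nM RAP1B-BODIPY-GDP and 50 uM GDP. Fluorescence, read at 5-min intervals to 30 min, was referenced to a 6.5 mM cAMP positive control.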
Nrf2 activator – activates Nrf2 signaling; Potency, µM (highest dose often 46.1 µM), for the others: top-dose activation, hits mostly activators; AREc32 ARE-luciferase reporter (MCF7-derived line), luminescence, 24 h; actives 0.31% (n = 410,000); also: potency is read from the fitted curve at half-maximal effect; % of control where 0% means no effect; nearly all actives have a fitted effect of over 65% in size
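AREc32_Fluc, 1000 cells/well, OPTI-MEM + 5% FBS, o/n 37 deg C 5% CO2; 23 nL cpd by pin tool, 24 hr; Steady-Glo 30 min RT, luminescence.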
A549 tox – counter-screen for Nrf2 inhibitors: cytotoxicity in A549 cells | A549 ARE-Fluc cells, CellTiter-Fluor viability, 18-24 h | Potency, µM (top dose mostly 46 µM), for the others: at the top dose activity change, negative = cytotoxicity, most hits filed as inhibitors | actives 0.16% (n = 390,000); also: potency is read from the fitted curve at half-maximal effect; % is scaled to controls: 0 for no effect and ±100 for the full control effect
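A549 ARE_Fluc cells in 5% FBS OPTI-MEM were exposed to compounds in concentration-response for 18-24 h at 37 deg C. Viability was read by CellTiter-Fluor fluorescence (Ex 405/Em 525) after 30 min, before the luciferase read.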
IL2 activator – activators of IL-2. activation, % (series mostly up to about 46 µM). actives 0.065% (n = 360,000). IL-2 activation reporter assay, cell-based qHTS; stimulated with anti-CD3/CD4/CD28 beads; in transgenic mouse T cells; in the data active = activation above about 50%; inconclusive = mostly about 30% to 49%; also: 0% is about no effect
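Screening format: compound pinned onto unstimulated transgenic mouse T cells, 60 min incubation, then anti-CD3/anti-CD4/anti-CD28 bead stimulation for 18 hours at 37 degrees C, followed by EGFP and DsRed detection.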
TGFb SMAD3 inh – TGF-b pathway inhibition | Potency, µM (titrated, usually from 46.1 µM), inactives show top-dose activity, negative = inhibition, usual class: inhibitors | HepG2 CAGA-GFP TGF-b/SMAD3 reporter, GFP fluorescence, 18 h; TGF-beta stimulated, 500 pg/mL final | actives 1.2% (n = 410,000); also: potency is read from the fitted curve at half-maximal effect; % is scaled to controls: 0 for no effect and ±100 for the full control effect; nearly all actives have a fitted effect of over 65% in size
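Inhibition of TGF-beta-driven CAGA-GFP reporter expression in HEPG2 cells is measured by cellular GFP fluorescence after 18 h stimulation with 500 pg/mL recombinant TGF-beta in 1% FBS medium at 37 degrees C.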
Nrf2 block – inhibitors of Nrf2 signaling. A549 ARE-Fluc reporter, luciferase luminescence, 18-24 h. Potency, µM (series often up to 46 µM), for inactives: top-dose activity change, negative = inhibition, actives largely listed as inhibitors. actives 2.1% (n = 360,000). AID 504444; also: potency is read from the fitted curve at half-maximal effect; % is scaled to controls: 0 for no effect and ±100 for the full control effect; nearly all actives have a fitted effect of over 60% in size
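Two sequential reads on A549 ARE_Fluc cells exposed to compound for 18-24 h: a CellTiter-Fluor fluorescence read for viability, then a luciferase luminescence read for Nrf2/ARE activity.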
ATXN viability – cell viability loss in ATXN counter-screen; Potency, µM (highest dose often 56.7 µM), most hits filed as cytotoxic; S2 cells (HEK-293 line with an ATXN2-luciferase reporter) viability, CellTiter-Fluor protease fluorescence, 24 h; actives 0.49% (n = 400,000); also: potency is read from the fitted curve at half-maximal effect; nearly all actives have a fitted effect of over 40% in size
HepG2 tox – counter-screen for TGF-b inhibitors: cytotoxicity in HepG2 cells; HepG2 CAGA-GFP viability, ATP luminescence, 18 h; Potency, µM (top dose mostly 46.1 µM), for the others: top-dose activity change, negative = cytotoxicity, actives largely listed as cytotoxic; actives 0.76% (n = 410,000); AID 588856; also: potency is read from the fitted curve at half-maximal effect; some results filed as inactive show a strong effect at the top dose
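CellTiter-Glo luminescence gave cytotoxicity after 18 hours at 37 degrees C. The cells were HepG2 CAGA-GFP in 1% FBS DMEM, stimulated with 500 pg/mL TGF-beta after compound addition. %Activity was normalised to no-cell wells (complete cell-killing) and DMSO (no toxicity), and curves were fitted and classified.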
* marks the source's active call; other numbers are inactive results; i = inactive; ? = inconclusive; · = no result given; [ ] = remark or other dose. Unless noted, calls follow the shape of the dose curve; as a rule, active = well fitted curve in the direction sought with a large enough effect; inconclusive = small, poorly fitted or top-dose-only effect, or another doubt; inactive = no such curve, though single readings can be large; an effect the other way counts as inactive or inconclusive. Rows were taken by chance; overall some 4.3% were active at least once.

SMILES | ATXN2 expr inh | EPAC2 agonist | Nrf2 activator | A549 tox | IL2 activator | TGFb SMAD3 inh | Nrf2 block | ATXN viability | HepG2 tox
C/C(=N\NC(=O)c1nnn(-c2nonc2N)c1CN(C)C)c1ccco1 | -11% | -1% | 6.3% | 0% | -0.5 | 15% | 8% | i | -7%
Cc1cc(C)c(NC(=S)N2CCN(c3ccc([N+](=O)[O-])cn3)CC2)cc1C | -10% | 10% | -0.5% | 1% | -3.3 | -4% | ? | i | -4%
CC1(C)CC(N2CCCC2)=CC(=[N+]2CCCCC2)C1 | ? | 4% | -0.3% | -14% | -1.8 | ? | 4.1µM* | i | -32%
C=Cc1ccc(Cn2c(C)c(CNCCc3ccc(OCC)cc3)c(C(=O)O)c2C)cc1 | -22% | · | 4.7% | -8% | · | -11% | ? | ? | -26%
C#CCOCCOCCOCCNc1nc(N2CCN(C(=O)[C@H](CCC(=O)O)n3cc(C(N)Cc4ccc(O)cc4)nn3)CC2)nc(N2CCN(C(=O)[C@H](CCC(=O)O)n3cc(C(N)[C@H](C)CC)nn3)CC2)n1 (some centres not stated) | -2% | 6% | 0.7% | -1% | -0.5 | ? | 0% | i | -3%
Cn1cnnc1SCC(=O)N1N=C(c2ccc(Cl)cc2)CC1c1ccco1 (configuration not stated) | -20% | 11% | -1.0% | 2% | -0.1 | 2% | -14% | ? | 6%
S=C(NCc1cccs1)Nc1cccc2ccccc12 | -9% | 18% | 3.8% | 6% | 2.2 | 27% | 17% | i | 0%
Cc1ccc(N(C(=O)Cn2nnc(-c3ccccc3F)n2)C(C(=O)NC2CCCC2)c2ccncc2)cc1 (configuration not stated) | -24% | 0% | 0.5% | 1% | 1.4 | 15% | 6% | i | 4%
Cc1c(C(=O)NCCSc2ccc(Cl)cc2)cccc1[N+](=O)[O-] | -20% | 16% | 0.3% | -4% | 27 | -9% | ? | i | 0%
COc1cc(NC(=O)CN2C(=O)C(c3ccc(C)cc3)=NC23CCCCCC3)cc(OC)c1 | · | · | -0.7% | 0% | · | · | 1% | · | -19%
O=C(O)Cn1cc(C(=S)N2CCOCC2)c2ccccc21 | 3% | 8% | -0.6% | 13% | 0.2 | 9% | 5% | i | -13%
CCCCNC(=O)c1cn(C)c2ccc(S(=O)(=O)N3CC(C)CC(C)C3)cc2c1=O (configuration not stated) | 8% | -16% | 0.0% | 3% | 0.7 | 2% | -17% | i | -16%
CCOc1ccccc1NS(=O)(=O)c1ccc(Br)s1 | -14% | 4% | 0.0% | -5% | -1.0 | 1% | -5% | i | -9%
CCCn1c(=O)[nH]c(=O)c2c1nc(-c1cc([N+](=O)[O-])ccc1Cl)n2CCOC | -16% | 3% | 3.2% | 5% | 1.6 | -1% | 3% | i | -28%
CC(C)(C)Cc1c(-c2ccc(F)cc2)nc2ccc(Br)cn12 | ? | 15% | 5.6% | · | -0.7 | ? | · | ? | -43%
O=C(OCC(=O)N1CCN(C(=O)c2ccco2)CC1)c1cccc(S(=O)(=O)N2CCc3ccccc32)c1 | -33% | 12% | 0.1% | 11% | -4.0 | ? | -18% | i | -13%
Cc1ccc(C2=NOC3(CC(=O)N(c4ccccc4)C3=O)C2)cc1 (configuration not stated) | · | 8% | -0.6% | 2% | 1.5 | -13% | 15% | i | 32%
O=C(COC(=O)CN1C(=O)C(=O)c2ccccc21)OCN1C(=O)c2ccccc2C1=O | 1% | 6% | 0.6% | -2% | -1.7 | 12% | 6% | i | -5%
Cc1ccc(OCCN2CCN(c3ncnc4sc(C)c(C)c34)CC2)cc1 | -37% | 10% | -0.2% | · | -2.6 | -7% | ? | i | -18%
Cc1ccc(S(=O)(=O)N2CCOc3ccccc32)c(C)c1NS(C)(=O)=O | · | -1% | 0.2% | -13% | 0.4 | -8% | -14% | i | -11%
COCCOc1cc(NC(=O)CS(=O)(=O)CC(=O)N(C)C)c(Cl)cc1Cl | 7% | 3% | -0.4% | -3% | 0.4 | 4% | 10% | i | 22%
O=C(NC1CCCCC1)c1ccc(-n2cnnn2)cc1 | 5% | 2% | -0.1% | 0% | 1.6 | -5% | -10% | i | 2%
Cc1ccc(C)c(NC(=S)NCCc2ccc(F)cc2)c1 | · | 11% | 0.0% | ? | 0.1 | ? | ? | i | -36%
CCCCCC(=O)Nc1cccc(C2=NOC3(C2)C[C@H](C(N)=O)N(C(=O)COc2ccc(Cl)cc2)C3)c1 (some centres not stated) | ? | 10% | 0.2% | 3% | -0.5 | ? | ? | ? | -22%
C=CCNC(=O)C1CC2Cn3c(nc4cc5ccccc5cc43)C2N1C (configuration not stated) | 32%[activator] | 3% | 0.5% | -3% | 0.5 | -1% | 16% | i | 1%
COc1ccc(NC(=O)CN2C(=O)NC(C)(c3ccc4c(c3)OCO4)C2=O)cc1S(N)(=O)=O (configuration not stated) | -3% | 3% | -0.2% | -3% | -0.5 | 15% | 6% | i | -2%
Cc1nn(CC(=O)NNC(=O)c2ccccc2F)c([N+](=O)[O-])c1Br | 13% | 13% | -0.6% | -10% | -0.3 | 5% | -3% | i | 4%
Cc1ccc(-c2nc3c4ccccc4n(CC(=O)N4CCN(c5ccccc5F)CC4)c(=O)n3n2)cc1 | 10% | · | -1.2% | 2% | · | 0% | · | i | 1%
O=C(Nn1cnc2ccccc2c1=O)c1ccc([N+](=O)[O-])cc1Cl | 25% | 7% | -0.3% | -6% | -0.8 | ? | 15% | i | 5%
CCOC(=O)c1ccc(S(=O)(=O)N2CCN(C3CC(=O)N(c4ccccc4C(F)(F)F)C3=O)CC2)cc1 (configuration not stated) | 9% | 4% | 0.0% | -3% | -3.9 | 11% | 17% | i | 11%
O=C(NCCCn1ccnc1)c1ccccc1NS(=O)(=O)c1ccc(F)c(F)c1 | 5% | 3% | -0.4% | 19% | -0.5 | 12% | · | i | 2%
O=C(Cn1cc2c(n1)CCCC2)NCCCN1CCN(Cc2ccccc2)CC1 | 8% | -2% | -0.2% | 5% | -3.2 | 9% | 14% | i | 0%
COc1cc(OC)cc(-c2c(-c3ccc(F)cc3)c3cc(-c4ccc(SC)cc4)ccc3n2C)c1 | -2% | 4% | -2.0% | -1% | -0.4 | 10% | -5% | i | 0%
O=C(/C=C/c1ccccc1Cl)Nc1cccnc1 | · | 3% | 11% | 0% | 1.0 | 2% | ? | i | -9%
OC(c1cc(Cl)cc(Cl)c1)c1ncc(-c2ccccc2F)[nH]1 (configuration not stated) | 0% | 18% | -1.0% | · | -0.3 | ? | · | ? | -75%
Cc1ccc(N2C(=O)C(NC(=O)c3ccccc3)(C(F)(F)F)C3=C2CC(C)(C)CC3=O)cc1 (configuration not stated) | -4% | -10% | 0.2% | 0% | -0.9 | -2% | 13% | i | 3%
CCN(CC)CC(=O)Nc1cccc(S(=O)(=O)N2CCCC2)c1 | -7% | -1% | -0.5% | 1% | -5.3 | -6% | 2% | i | 1%
COc1ccc(CCNC(=O)c2c(C)cc(=O)oc2C)cc1OC | 3% | 3% | -0.1% | 6% | 3.4 | 22% | 2% | i | -7%
Cc1cccc(NC(=S)NCC(c2cccnc2)N2CCOCC2)c1C (configuration not stated) | -4% | 4% | -0.7% | 0% | 0.6 | -5% | 0% | i | -7%
Cc1ccc(-n2cnc3ncnc(-c4ccccc4)c32)cc1 | -4% | 7% | -0.5% | 4% | -1.6 | 3% | -6% | i | -2%

Molecules above with two or more sulfur atoms, in the order listed:
SMILES | ATXN2 expr inh | EPAC2 agonist | Nrf2 activator | A549 tox | IL2 activator | TGFb SMAD3 inh | Nrf2 block | ATXN viability | HepG2 tox
S=C(NCc1cccs1)Nc1cccc2ccccc12 | -9% | 18% | 3.8% | 6% | 2.2 | 27% | 17% | i | 0%
CCOc1ccccc1NS(=O)(=O)c1ccc(Br)s1 | -14% | 4% | 0.0% | -5% | -1.0 | 1% | -5% | i | -9%
Cc1ccc(S(=O)(=O)N2CCOc3ccccc32)c(C)c1NS(C)(=O)=O | · | -1% | 0.2% | -13% | 0.4 | -8% | -14% | i | -11%

More results follow:
SMILES | ATXN2 expr inh | EPAC2 agonist | Nrf2 activator | A549 tox | IL2 activator | TGFb SMAD3 inh | Nrf2 block | ATXN viability | HepG2 tox
CS(=O)(=O)n1nc(NCc2cccs2)nc1NCc1cccs1 | 2% | 7% | -0.6% | 0% | -0.5 | 12% | 3% | i | 2%
COC(=O)C1=CN(CCOC23CC4CC(CC(C4)C2)C3)C=C(C(=O)OC)C1c1ccsc1 | -27% | 3% | 2.8% | -15% | -0.6 | ? | ? | · | 11%
CC(C)Cn1c(N)c(C(=O)COC(=O)C2Cc3ccccc3CN2S(C)(=O)=O)c(=O)n(C)c1=O (configuration not stated) | -12% | 4% | 2.1% | -10% | -6.1 | ? | 21µM* | i | -29%
CC(=O)COc1ccc2c(C)c(C)c(=O)oc2c1 | 20% | 6% | -0.6% | -1% | 0.1 | 36%[activator] | · | i | 7%
CCc1ccccc1OCCSc1nnc(-c2cc(OC)c(OC)c(OC)c2)o1 | -25% | · | 6.6% | 0% | · | ? | 7% | i | -33%
CCOC(=O)CCc1n[nH]c(=O)[nH]c1=O | 1% | -2% | 2.7% | -7% | -0.4 | 14% | 21% | i | 5%
O=C1[C@H]2[C@@H](c3ccc(C(F)(F)F)cc3)N[C@]3(CCCN(Cc4ccco4)C3=O)[C@H]2C(=O)N1Cc1ccccc1 | 8% | -3% | 0.2% | · | 0.2 | -14% | · | ? | 0%

A few values from the results shown.
Value for CS(=O)(=O)n1nc(NCc2cccs2)nc1NCc1cccs1 under A549 tox: 0%
Value for CC(C)Cn1c(N)c(C(=O)COC(=O)C2Cc3ccccc3CN2S(C)(=O)=O)c(=O)n(C)c1=O (configuration not stated) under ATXN2 expr inh: -12%

Bioassay records deposited in PubChem BioAssay by National Center for Advancing Translational Sciences (NCATS).
